# Compound activity from PubChem BioAssay.
# TcdB inh = inhibitors of Clostridioides difficile toxin B glycohydrolase | P18177 | TcdB glycohydrolase enzymatic assay, plate reader | inhibition, % at 9.99 µM | 350,000 compounds, 0.24% hits | AID 652162; in the data active = inhibition above about 10%
# BoNT A protease = inhibitors of Botulinum neurotoxin A light chain protease | inhibition, % at 10 µM | multiplex microsphere protease substrate cleavage, flow cytometry | AID 588499 | 360,000 compounds, 0.17% hits; note: plate controls were buffer without enzyme for full effect and enzyme alone for no effect
# 3CLpro inhibitor = SARS-CoV 3CLpro protease inhibition; P0C6X7; recombinant SARS-CoV 3CLpro, quenched FRET peptide cleavage; inhibition, % at 6 µM; 290,000 compounds, 0.14% hits; in the data active = inhibition above about 12%
# Anthrax LF inh2 = anthrax lethal factor protease inhibition | inhibition, % at 10 µM | 360,000 compounds, 0.12% hits | multiplex microsphere protease cleavage assay, LF; note: plate controls were buffer without enzyme for full effect and enzyme alone for no effect
# Target sequence (P15917 whole entry, looked up): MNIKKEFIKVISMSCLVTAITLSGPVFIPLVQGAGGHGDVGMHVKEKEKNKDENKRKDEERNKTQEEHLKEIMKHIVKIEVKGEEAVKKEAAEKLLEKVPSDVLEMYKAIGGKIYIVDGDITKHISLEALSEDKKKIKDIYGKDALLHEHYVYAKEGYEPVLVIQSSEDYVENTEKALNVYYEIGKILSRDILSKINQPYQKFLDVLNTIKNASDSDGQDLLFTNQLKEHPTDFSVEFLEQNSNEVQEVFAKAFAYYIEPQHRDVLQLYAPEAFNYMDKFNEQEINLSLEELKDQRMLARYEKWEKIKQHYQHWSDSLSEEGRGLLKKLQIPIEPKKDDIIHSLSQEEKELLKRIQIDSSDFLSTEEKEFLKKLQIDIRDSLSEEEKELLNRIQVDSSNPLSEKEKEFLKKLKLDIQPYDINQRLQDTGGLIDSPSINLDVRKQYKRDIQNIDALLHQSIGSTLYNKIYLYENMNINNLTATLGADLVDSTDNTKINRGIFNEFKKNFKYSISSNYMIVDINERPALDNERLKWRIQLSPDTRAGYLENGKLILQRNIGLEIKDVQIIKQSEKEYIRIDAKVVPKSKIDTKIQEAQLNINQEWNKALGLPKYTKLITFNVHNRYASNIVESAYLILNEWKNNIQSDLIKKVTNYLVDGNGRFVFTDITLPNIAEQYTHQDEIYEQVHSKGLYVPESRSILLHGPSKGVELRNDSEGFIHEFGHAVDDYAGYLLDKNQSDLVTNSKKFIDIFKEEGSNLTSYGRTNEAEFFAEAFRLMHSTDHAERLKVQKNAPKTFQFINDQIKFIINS
# PfHsp40 rescue = restores yeast growth despite PfHsp40 toxicity | 340,000 compounds, 0.68% hits | AID 504582 | growth rescue, % at 12.5 µM | S. cerevisiae expressing PfHsp40, growth rescue, ATP luminescence; in the data active = growth rescue above about 28%, passing the limit was not always enough;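 note: yeast W303a lacking pdr1 and pdr3 grown in galactose medium; growth measured after three days at 30 °C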
# BH1578 lux ind = quorum light induction in luxS cqsA deficient V. cholerae; V. cholerae BH1578 lux reporter, luminescence, 6 h; activation, % at 18.7 µM; 350,000 compounds, 0.16% hits; in the data active = activation mostly above about 9.7%, no sharp cut-off; note: not every result past the cut was called active; inactives centre near 0; reference of the scale not given here
# CCHF vOTU inh = blocks the CCHF virus ovarian tumor domain protease; CCHFV vOTU protease, Pep-AMC fluorescence; inhibition, % at 11.5 µM; 370,000 compounds, 0.55% hits; AID 651958; in the data active = inhibition above about 30%; note: 0% = vehicle wells with enzyme and 100% = no enzyme wells
# VHR inh abs = inhibitors of human VHR1 phosphatase (DUSP3); recombinant VHR phosphatase, pNPP absorbance; 290,000 compounds, 0.52% hits; inhibition, % at 13.3 µM; AID 1654; in the data active = inhibition above about 50%; note: some compounds called inactive have numbers as strong as hits
# Target sequence (P51452 whole entry, looked up): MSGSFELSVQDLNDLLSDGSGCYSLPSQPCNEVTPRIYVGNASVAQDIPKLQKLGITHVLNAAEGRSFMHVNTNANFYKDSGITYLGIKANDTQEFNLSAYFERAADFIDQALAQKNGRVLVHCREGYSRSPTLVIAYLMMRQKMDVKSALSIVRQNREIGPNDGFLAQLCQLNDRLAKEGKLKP
# Yp Topo-I inh = inhibitors of Yersinia pestis topoisomerase I | activity, % at 10 µM | 360,000 compounds, 0.064% hits | Y. pestis Topo-I cleavage product accumulation, plate reader; in the data active = activity above about 50%, passing the limit was not always enough; note: inactives centre near 2
# PriA SSB inh = inhibitors of Klebsiella pneumoniae PriA binding to SSB C-terminal tail; AlphaScreen SSBct-PriA binding, biotinylated peptide; inhibition, % at 33 µM; 430,000 compounds, 0.6% hits; AID 1272365; in the data active = inhibition mostly above about 37%, no sharp cut-off; inactive = mostly below about 20%;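 note: plate controls were negative control peptide for no effect and reference peptide for full effect; strong numbers were not always called active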
# * marks the source's active call; other numbers are inactive results; i = inactive; nt = no result given; & = joins results of further samples. Cut-off read from the data, not from the text of the source, unless noted: active = inhibition above about 30%; inconclusive = no clear call, values can overlap the other calls; inactive = below that. Some of the compounds tested; count on the stated rates, not on these rows.
# Fields – VHR inh abs	CCHF vOTU inh	BH1578 lux ind	Yp Topo-I inh	PfHsp40 rescue	TcdB inh	Anthrax LF inh2	BoNT A protease	3CLpro inhibitor	PriA SSB inh
> Fc1ccc(-c2nc3cnccn3c2NC2CCCC2)cc1
 : 15	-26	i	6	1.2	1.8	-2	-2.2	-7	-7
> CCOC(=O)C1=CCN(S(=O)(=O)c2ccc(C)cc2)C1c1cccs1 (stereo unspecified)
 : nt	7	nt	nt	nt	-7.1	4	0.5	nt	nt
> CCN(CC)S(=O)(=O)c1cccc(NC(=O)CNC2CCCCCC2)c1
 : -8	-1	i	0	-0.5	-0.2	1	0.1	-3	-3
> COC(=O)CCCC(=O)N1CCC(CCC(=O)NCc2ccc(F)cc2)CC1
 : 4	-3	-1.5	-14	-0.3	-0.7	-4	2.6	0	0
> CN1CCN(c2ccc(C(=O)c3ccccc3)cc2[N+](=O)[O-])CC1
 : -4	1	i	2	-0.1	nt	0	0.5	-2	12
> C/C=C/c1ccc(OCCCNC2CCCC2)c(OC)c1
 : -2	4	-2.8	12	-1.4	nt	-1	0.7	1	-2
> O=C(C1CCN(C2CC(=O)N(c3ccc(Cl)cc3)C2=O)CC1)N1CCOCC1 (stereo unspecified)
 : 6	2	i	-4	2.0	nt	1	0.2	2	-4
> CCOc1ccc(N=C2NC(=O)C(CC(=O)O)S2)cc1 (stereo unspecified)
 : 10	6	-0.3	-2	0.1	nt	3	-0.9	-4	3
> CCn1c(C(C)NC(=O)c2cccc(C)c2)nc2ccccc21 (stereo unspecified)
 : 37	-9	i	16	0.4	1.3	0	0.5	-6	-6
> CCOC(=O)c1c(-c2ccccc2)oc2ccc(OCC(=O)NN)cc12
 : 18	-25	-0.3	-3	0.7	0.3	-4	-2.5	-2	-5
> CNC(=O)CCC(=O)Nc1ccc(C)cc1
 : 14	0	i	2	1.0	-0.3	-3	0.3	-2	-1
> O=C(CSc1c(F)c(F)cc(F)c1F)Nc1ccc(C2SCCS2)cc1
 : -5	-11	i	3	-0.3	-0.2	4	0.0	-1	-6
> CC(C)OCCCNC(=O)c1ccc2c(=O)n(Cc3ccc4c(c3)OCO4)c(=S)[nH]c2c1
 : 8	-10	-0.6	2	-1.7	0.3	-6	-0.2	-2	0
> CNc1nc(=O)n(C2CCCO2)cc1C (stereo unspecified)
 : nt	-1	0.8	-3	0.0	1.2	2	1.3	nt	-17
> O=C1CN(O)C(c2ccccc2)=c2cc(Br)ccc2=N1
 : 18	-5	i	-2	-1.1	1.4	9	1.2	-7	-20
> COc1cc(C=Nc2cccc(C)c2)c(O)c([N+](=O)[O-])c1
 : -11	4	0.1	0	0.2	-0.8	0	-1.2	3	10
> CC1(C(=O)NS(=O)(=O)C2CC2)CCCN(C(=O)/C=C/c2ccccc2)C1 (stereo unspecified)
 : nt	-9	0.5	1	nt	0.3	-2	-0.1	nt	nt
> COCc1cc(C)nc(SCC(=O)Nc2ccc(C)c(C)c2)c1C#N
 : 8	4	-0.4	-2	1.1	nt	-3	-1.1	4	-21
> CCCSC1=C(C#N)C(c2cc(OC)ccc2OC)CC(=O)N1 (stereo unspecified)
 : -12	-3	-0.2	-4	-0.3	-0.8	-6	-0.2	1	-7&-5
> CC[C@H](C)/C=C(C)/C=C/C1=CC2=CC(=O)[C@]3(C)OC(=O)[C@@H](C(C)=O)[C@@H]3C2=CO1
 : 16	-12	-0.3	7	1.7	1.2	6	15	-1	-26
> CCOc1ccccc1NC(=S)NC(=O)C1CC1
 : -19	6	1.1	3	-0.4	2.0	-1	1.6	-3	-1
> CCN1CCN(C(=O)Cc2ccc(C)cc2)CC1
 : 8	-14	i	3	-0.1	-1.1	nt	nt	2	2
> Cc1ccc(O)c(NC(=O)c2noc3c2CCc2ccccc2-3)c1
 : -2	5	-0.6	0	2.4	1.2	-7	0.2	0	-7
> O=C1CCCC(O)=C1N=Nc1c(Cl)cc(C(F)(F)F)cc1Cl
 : 32	6	-0.4	-7	-1.1	1.0	83*	4.4	4	10
> Cc1ccc(NC(=O)c2cc(N3C(=O)C=CC3=O)ccc2N2CCOCC2)cc1
 : 15	-4	-0.1	14	-8.5	0.2	-4	1.4	-1	-7
> O=C1NC2c3ccccc3C(=O)N2c2c1cnn2-c1ccccc1 (stereo unspecified)
 : 36	5	-0.9	-1	0.5	nt	2	-0.2	-6	1
> Cc1ccc(O)c(C(=O)c2cc(C#N)c(=O)n(Cc3ccccc3)c2)c1
 : 25	-5	0.7	3	-0.8	-0.1	2	0.4	-1	0
> CC(OC(=O)CCCN=C1NS(=O)(=O)c2ccccc21)C(=O)Nc1ccccc1F (stereo unspecified)
 : nt	-1	1.8	7	0.5	1.7	4	1.5	nt	-10
> COc1ccc(C2CC(=O)N(CC(=O)NCC3CCCO3)c3ccccc3S2)cc1OC (stereo unspecified)
 : 10	-7	i	0	0.5	1.7	0	0.3	0	-10
> Cc1csc(NC(=O)CSc2ccc(-c3ccc(F)cc3)nn2)n1
 : 26	4	-0.7	13	-1.0	0.9	-2	-0.6	1	10&-2
> Cc1ccc(Cc2c(-c3ccc(F)cc3)nc3ccc(Br)cn23)cc1
 : nt	19	nt	nt	nt	-1.0	19	7.9	nt	nt
> CCn1c(CNc2ccc(F)cc2)nnc1SCC(=O)Nc1ccc(OC)cc1OC
 : -8	2	-0.8	13	-0.5	0.3	0	0.6	7	2
> Cc1ccc(C)c(OCCC(=O)Nc2ccc(S(=O)(=O)N3CCCC3)cc2)c1
 : nt	9	-0.6	28	1.7	0.0	-2	3.2	nt	-6
> COc1ccc(CCNC(=O)CN(c2ccc(OC)c(OC)c2)S(=O)(=O)c2ccc(C)cc2)cc1
 : 10	-3	-0.2	13	-0.8	1.2	-4	-3.2	-7	-8
> Cn1nc(C(F)(F)F)c(C(=O)Nc2ccc(F)cc2F)c1Oc1cccc(Cl)c1
 : 7	-6	-0.3	-3	0.2	nt	0	-0.9	4	-28
> COc1ccccc1Oc1ccc2c(c1)C(=O)N(CC1CCCO1)C2=O (stereo unspecified)
 : 5	-13	0.8	6	0.1	1.2	16	-1.5	-1	-11
> O=C(NCCS(=O)(=O)NCCc1ccccc1)c1ccc2c(c1)OCO2
 : nt	-6	-0.4	3	-0.4	0.0	-4	6.7	nt	-6
> COCCOc1ccc(C(F)(F)F)cc1NC(=O)CN1C(=O)NC2(CCc3ccccc32)C1=O (stereo unspecified)
 : nt	18	-0.9	-21	-0.6	0.1	1	-0.4	nt	-6
> CSc1nc(N(C)NC(=O)c2ccc(F)cc2)c2ccccc2n1
 : 6	-2	0.6	2	-0.8	nt	0	-1.0	-6	-13
> CC(C)Cc1n[nH]c(=O)[nH]1
 : 3	13	-0.9	0	-1.7	nt	-2	-0.2	-1	-12
> CC(C)CN(CC(C)C)C1=N/C(=C\c2ccco2)C(=O)N1c1ccccc1
 : 38	-1	-1.3	13	2.3	nt	-4	0.2	3	-16
> O=C(Nc1ccc(Cl)cc1C(F)(F)F)c1ccccc1Cl
 : 9	-7	i	2	0.5	0.4	0	-0.3	3	-34
> O=c1cc(-c2ccccc2)nc2nc(-c3ccccc3)[nH]n12
 : -4	2	i	0	-0.8	nt	-4	-1.6	-3	-10
> O=C(CNC(=O)C1CCCCC1)NC1=NCCS1
 : 13	10	i	8	-1.0	nt	2	-0.8	-2	-6
> Cc1ccc(CSCCNC(=O)CN2C(=O)c3ccccc3S2(=O)=O)cc1
 : -22	8	i	-3	-1.3	-0.8	-3	0.9	1	6
> COc1ccccc1Cn1c(=O)c2ccccc2n2c(SCc3csc(C)n3)nnc12
 : -6	0	i	26	-0.8	-0.4	4	4.4	-2	3
> N#Cc1cccnc1N1CCN(C(=O)c2cccs2)CC1
 : 6	-3	-0.1	-6	-0.6	0.6	6	-0.7	-7	-8
> O=C(NNS(=O)(=O)c1ccccc1F)c1cc(-c2ccccc2)n[nH]1
 : -18	-10	-0.3	0	0.7	-2.9	-3	0.2	-3	-6
> O=S1(=O)CC(N2CCN(Cc3ccccc3F)CC2)CN1Cc1cn(Cc2ccc(F)cc2)nn1 (stereo unspecified)
 : nt	16	nt	nt	nt	0.9	-4	-0.2	nt	nt
> Cc1cc(C(=O)N/N=C/c2ccc3c(c2)OCO3)c2ccccc2n1
 : 13	-7	-0.8	5	-0.2	-0.5	6	-0.5	4	i

# The list goes on.
# Fields – VHR inh abs	CCHF vOTU inh	BH1578 lux ind	Yp Topo-I inh	PfHsp40 rescue	TcdB inh	Anthrax LF inh2	BoNT A protease	3CLpro inhibitor	PriA SSB inh
> Cc1ncsc1CCOC(=O)c1cccc([N+](=O)[O-])c1
 : 5	-17&10	-0.2	-1&4	-0.2&0.5	0.1	2&7	0.7&-1.8	0	13
> COc1ccccc1N1CC(C(=O)Nc2nnc(SCC(=O)N3CCOCC3)s2)CC1=O (stereo unspecified)
 : 19	2	i	1	-1.1	0.1	-2	-0.8	-4	1
> COc1cc2c(cc1OC)C(CCc1ccccc1)=NCC2
 : 0	-248	i	-6	-0.2	2.0	nt	nt	2	6
> Cc1cc(CNC(=O)COc2ccc(C)c(C)c2)c2ccccc2n1
 : 22	10	i	1	0.7	1.6	-1	-0.3	1	-12
> O=C1c2ccccc2NC(c2ccccn2)N1c1ccccc1F (stereo unspecified)
 : 8	-80	-0.7	6	0.5	nt	4	0.7	-1	-13
> Nc1cc(S(=O)(=O)Nc2ccccc2Cl)ccc1N1CCCC1
 : 25	1	-0.7	3	-0.8	-2.3	-2	-0.3	-1	18
> CSc1ccc(C#N)cc1NC(=O)c1cccc(Cl)c1
 : 8	-5	-0.4	-1	0.7	nt	1	0.1	6	-24
> Cc1cccc(OCC(=O)Nc2ccc(N3CCN(S(C)(=O)=O)CC3)cc2)c1C
 : 5	-8	i	0	0.9	nt	1	0.4	-4	-13
> CCCCn1c(N)c(N(CCOC)C(=O)CSCc2ccc(Cl)c(Cl)c2)c(=O)[nH]c1=O
 : nt	-7	i	14	-0.3	1.9	-1	5.2	nt	-8
> COc1cc2c(cc1CNC[C@H]1O[C@@H](n3cc(C)c(=O)[nH]c3=O)C[C@@H]1O)OCO2
 : nt	-20	-0.2	-9	nt	1.1	-2	-0.5	nt	nt
> O=C(CN(CC1CCCO1)S(=O)(=O)c1ccc(S(=O)(=O)NCC2CCCO2)cc1)Nc1ccccc1 (stereo unspecified)
 : 7	-2	i	9	-0.4	1.5	1	-1.2	1	-11
> COc1ccc(/C(C)=N/NC(=O)c2ccncc2)cc1[N+](=O)[O-]
 : 15	12	-0.5	2	-0.7	0.3	-6	2.1	0	nt
> O=C(CSc1nnc(CCCO)n1-c1ccccc1)Nc1nccs1
 : 1	-7	-9.7	5	-1.4	-2.2	-2	-1.2	3	-3
> O=C(CN(C(=O)CCC(=O)Nc1nccs1)c1ccc(F)cc1)NCCc1ccccc1
 : 8	4	-0.3	31	-0.1	1.3	5	-0.6	0	-11
> CCCCn1c(SCC(=O)Nc2cccc(OC)c2)nc2ccc(N3CCOCC3)cc2c1=O
 : 13	-7	-0.7	22	-1.0	nt	3	0.6	3	-3
> CCOCCCNC(=O)C(NC(=O)CNC(=O)c1ccccc1)c1ccc(OC)cc1 (stereo unspecified)
 : 7	8	i	3	-0.3	-0.4	6	0.2	1	-5
> Nc1nc(NC2CCCC2)cc(=O)[nH]1
 : nt	6	i	0	2.2	-0.5	1	0.1	nt	-8
> Cc1cc(-c2nnco2)c(C)n1-c1ccccc1
 : 26	7	i	0	0.0	nt	-1	0.0	2	1
> CC(=NCCCn1ccnc1)c1c(O)n(-c2ccccc2)c(=O)[nH]c1=O
 : 16	1	-0.8	1	-0.7	0.9	-21	-27	-1	-12

# Looked up by structure from the list above:
# Fields – VHR inh abs	CCHF vOTU inh	BH1578 lux ind	Yp Topo-I inh	PfHsp40 rescue	TcdB inh	Anthrax LF inh2	BoNT A protease	3CLpro inhibitor	PriA SSB inh
> COc1cc(C=Nc2cccc(C)c2)c(O)c([N+](=O)[O-])c1
 : -11	4	0.1	0	0.2	-0.8	0	-1.2	3	10
> CCOc1ccccc1NC(=S)NC(=O)C1CC1
 : -19	6	1.1	3	-0.4	2.0	-1	1.6	-3	-1
